From PubChem
PglD DTNB: C. jejuni PglD acetyltransferase inhibitors, primary screen, biochemical, DTNB colorimetric, single point; purified PglD enzyme, DTNB colorimetric CoA detection; 360,000 compounds, 0.098% hits; UDP-N-acetylbacillosamine N-acetyltransferase PglD (Campylobacter jejuni); inhibition, % at 12.5 µM; AID 602405, 2012; in the data active = inhibition above about 16%, passing the limit was not always enough; inconclusive = no clear call, values can overlap the other calls; also: strong numbers were not always called active
SIRT5 inh: SIRT5 desuccinylase inhibitors, primary screen, biochemical, fluorescence imaging, single point, set 5; NAD-dependent protein deacylase sirtuin-5, mitochondrial (Homo sapiens), Q9NXA8; Purified SirT5, succinyl-peptide AMC, trypsin-coupled fluorescence; inhibition, % at 15 µM; 330,000 compounds, 1.1% hits; AID 652115, 2013; in the data active = inhibition above about 15%; inconclusive = no clear call, values can overlap the other calls
Target sequence (Q9NXA8 whole entry, looked up): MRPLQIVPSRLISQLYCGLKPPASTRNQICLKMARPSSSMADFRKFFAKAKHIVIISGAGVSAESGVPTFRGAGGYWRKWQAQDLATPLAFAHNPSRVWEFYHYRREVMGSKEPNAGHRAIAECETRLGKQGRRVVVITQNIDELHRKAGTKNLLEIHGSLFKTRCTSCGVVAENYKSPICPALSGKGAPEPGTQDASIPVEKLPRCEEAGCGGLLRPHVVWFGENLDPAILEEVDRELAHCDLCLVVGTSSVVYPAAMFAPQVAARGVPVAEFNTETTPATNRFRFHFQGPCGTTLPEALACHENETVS
C2C12 statin: suppressors of statin myotoxicity in C2C12 myotubes, primary screen, cell-based, single point, plate reader | C2C12 myotubes + simvastatin, ATP luminescence, 48 h; scaled: DMSO 0, geranylgeraniol control 100 | rescue of ATP level, % at 7.49 µM | 330,000 compounds, 0.78% hits | AID 602340, 2012;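 active = mean ATP rescue above about 67%, or every replicate alone reaching that limit, limit read from the data, passing the limit was not always enough; inconclusive = no clear call, values can overlap the other calls; inactive = mean under the limit and some replicate under it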;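 also: myotubes were challenged with 10 µM simvastatin during compound exposure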
E-sel inducer: E-selectin induction in HUVECs, primary screen, imaging, HUVEC, immunofluorescence imaging, single point | normalized: neutral wells 0, TNF-alpha wells 100 | activation, % at 7.58 µM | 260,000 compounds, 0.37% hits;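 active = mean E-selectin-positive cell signal at least 10% of the positive control, reached in at least 60% of replicates, without over 20% cell loss; inconclusive = no rule given, readout overlaps actives, possibly toxicity-flagged; inactive = the rest, including those meeting only one limit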;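 also: in these data hits start at about 27%; measured in HUVEC primary endothelial cells; signal is the percent of cells scored E-selectin positive by PE staining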
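Material: HUVEC primary endothelial cells; Amount: 3,000 cells per well; Dosing: single concentration; Medium: EGM-2 growth medium on 0.1% gelatin-coated wells; Read-out basis: percent E-selectin-positive cells; Signal: immunofluorescence imaging; Control set: TNF-alpha, DMSO.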
ERp5 block: inhibitors of ERp5-driven insulin aggregation, primary screen, biochemical, turbidity, absorbance 650 nm, single point | 90 min | inhibition, % at 9.99 µM | AID 651711, 2012 | Protein disulfide-isomerase A6 (Homo sapiens), Q15084 | 350,000 compounds, 0.05% hits;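 active = mean replicate inhibition above about 25%, with every replicate also reaching it, limit read from the data, passing the limit was not always enough; inconclusive = only one of those two criteria met; inactive = neither criterion met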
Target sequence (Q15084 whole entry, looked up): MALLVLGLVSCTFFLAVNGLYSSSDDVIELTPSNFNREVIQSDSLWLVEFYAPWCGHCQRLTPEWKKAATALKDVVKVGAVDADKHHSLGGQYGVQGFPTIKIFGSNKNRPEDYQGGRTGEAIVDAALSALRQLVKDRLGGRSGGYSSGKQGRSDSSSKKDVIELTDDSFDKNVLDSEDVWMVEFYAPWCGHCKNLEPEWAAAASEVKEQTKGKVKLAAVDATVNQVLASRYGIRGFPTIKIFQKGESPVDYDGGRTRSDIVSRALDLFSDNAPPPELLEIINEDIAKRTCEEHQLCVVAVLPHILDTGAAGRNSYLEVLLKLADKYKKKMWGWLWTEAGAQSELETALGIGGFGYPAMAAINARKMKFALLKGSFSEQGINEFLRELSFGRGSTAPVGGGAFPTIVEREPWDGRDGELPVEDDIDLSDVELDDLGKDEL
DENV2 CPE rescue: inhibitors of DENV2 cytopathic effect, primary screen, cell-based, plate reader, single concentration. DENV2-infected cells, cytopathic effect rescue. CPE inhibition, % at 9.99 µM. 350,000 compounds, 1.7% hits; in the data active = CPE inhibition above about 20%, passing the limit was not always enough; inconclusive = no clear call, values can overlap the other calls; tested in BHK-21 cells;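 also: 0% = median of neutral control wells and 100% = median of positive control wells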
S100A4 inh HTS: inhibitors of S100A4-myosin IIA peptide binding, primary screen, biochemical, fluorescence polarization, TAMRA-MyoIIA peptide. inhibition, % at 10.7 µM. Protein S100-A4 (Homo sapiens), P26447. 360,000 compounds, 0.14% hits. AID 652163, 2013;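 active = mean inhibition of at least 70% across replicates, with every replicate also reaching that level; inconclusive = mean inhibition reaches 70% but some replicates fall short; inactive = mean inhibition below 70%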
Target sequence (P26447 whole entry, looked up): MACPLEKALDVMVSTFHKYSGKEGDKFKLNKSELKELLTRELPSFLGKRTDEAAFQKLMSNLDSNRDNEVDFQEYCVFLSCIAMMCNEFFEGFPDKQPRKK
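System – human S100A4 monomer protein, biochemical binding assay · Buffer or medium – Calcium-containing HEPES buffer, pH 7.2 · Timing – 5 min between mix addition and reading · Also added – TAMRA-labelled myosin IIA heavy-chain peptide probe, 5 nM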
* = called active by the depositor; ? = inconclusive; . = no result given; & = joins results of further samples.

Screens by letter – A = PglD DTNB; B = SIRT5 inh; C = C2C12 statin; D = E-sel inducer; E = ERp5 block; F = DENV2 CPE rescue; G = S100A4 inh HTS
CSCC[C@H](NC(=O)C1=NN(c2c(F)c(F)cc(F)c2F)C(=O)CC1)c1nc2ccccc2[nH]1
  A: -3 | B: -4 | C: 2 | D: 0.6 | E: -4 | F: 1 | G: -2
CCN(C(=O)COC(=O)c1cccnc1SC)C1CCS(=O)(=O)C1 (centres undefined)
  A: 4 | B: -1 | C: 4 | D: . | E: 4 | F: . | G: -2
COc1cc(/C=N/NC(=O)COc2cccc(F)c2)ccc1OS(=O)(=O)c1ccc(C)cc1
  A: -2 | B: -5 | C: . | D: . | E: 8 | F: 0 | G: -5
CO[C@H]1CN(C)C(=O)c2ccc(NC(=O)Nc3ccccc3)cc2OC[C@@H](C)NC[C@H]1C
  A: 1 | B: 0 | C: -1 | D: 0.1 | E: 0 | F: -6 | G: -6
O=C(O)c1ccc(CNC(=O)c2ccc(S(=O)(=O)N3CCCCC3)cc2)cc1
  A: -3 | B: -5 | C: -3 | D: . | E: 5 | F: 1 | G: -7
CNC(=O)C[C@H]1CC[C@@H]2[C@H](COc3ccc(NC(=O)Nc4ccccc4F)cc3C(=O)N2C)O1
  A: 1 | B: -5 | C: -34 | D: 0.0 | E: -6 | F: 5 | G: 10
COc1cccc(S(=O)(=O)N2CCCCN3[C@H](C2)[C@@H](c2ccc(C#CCC(C)C)cc2)[C@@H]3CO)c1
  A: 4 | B: 9 | C: -19 | D: 0.3 | E: 13 | F: -24 | G: -3
Fc1ccc(/C=N/NC(=S)Nc2ccc(Cl)cc2Cl)cc1
  A: . | B: . | C: . | D: 5.0 | E: 3 | F: 9 | G: 6
COc1ccc(-n2c(=O)c3c4c(sc3n(CC(=O)Nc3cc(C)[nH]n3)c2=O)CCC4)c(OC)c1
  A: . | B: -2 | C: 2 | D: . | E: -4 | F: -4 | G: -2
COc1ccc(-c2ccc(SCC(=O)N3CCOCC3)nn2)cc1
  A: 3 | B: -1 | C: 15 | D: . | E: 1 | F: -4 | G: 4
O=C(Nn1c(C2CCCCC2)nc2ccccc2c1=O)c1cc(Cl)ccc1[N+](=O)[O-]
  A: . | B: -2 | C: -1 | D: -1.8 | E: 2 | F: 6 | G: 5
CCC1=NN2C(=N)/C(=C\c3cccn3-c3c(C)cccc3C)C(=O)N=C2S1
  A: -2 | B: 1 | C: -3 | D: . | E: -2 | F: -5 | G: 1
CC1CCN(CCCNC(=O)COc2cc(=O)n(C)c3ccccc23)CC1
  A: -1 | B: -5 | C: 13 | D: . | E: -7 | F: . | G: 1
COC(=O)c1ccc(CSc2nc3c(cnn3-c3ccccc3)c(=O)[nH]2)o1
  A: -1 | B: 1 | C: 1 | D: . | E: -3 | F: -1 | G: 0
C[C@H]1CN([C@@H](C)CO)C(=O)c2cccc(NS(=O)(=O)c3cccs3)c2O[C@@H]1CN(C)C(=O)Nc1ccc2c(c1)OCO2
  A: 1 | B: -4 | C: -27 | D: -14 | E: 1 | F: 8 | G: -4
O=C(NCC(c1ccco1)N1CCCC1)c1cc2ccccc2s1 (centres undefined)
  A: -3 | B: -3 | C: -2 | D: 0.0 | E: -2 | F: 0 | G: -13
CC(C)n1cc(CN2CCC(Oc3ccc(C(=O)N4CCCC4)cc3)CC2)cn1
  A: 1 | B: -3 | C: -2 | D: 0.0 | E: 7 | F: 5 | G: -3
COc1ccc(-c2coc3c(CN4CCCCC4C)c(O)ccc3c2=O)cc1 (centres undefined)
  A: . | B: -19 | C: . | D: 0.1 | E: 2 | F: 12 | G: -12
CC1=NN(c2ccccc2)C(=O)C1/C=C1\NC(=S)NC1=O (centres undefined)
  A: -6 | B: 15* | C: 6 | D: . | E: 3 | F: -7 | G: -5
COc1ccc(-c2ccc(CN3C(C)C(=O)N(Cc4cn(CCC5OCCCO5)nn4)CCS3(=O)=O)cc2)cc1 (centres undefined)
  A: 0 | B: -3 | C: -6 | D: 0.0 | E: -3 | F: -1 | G: 7
CC(C)[C@@H]1Cc2[nH][nH]c(=O)c2[C@H](C(C)C)O1
  A: . | B: -4 | C: . | D: -0.4 | E: -2 | F: 7 | G: 4
Nc1c(Cl)cc(-c2csc(N3CCCC3c3nc4cc(Cl)c(N5CCCCC5)cc4n3CCOCCO)n2)cc1Cl (centres undefined)
  A: -1 | B: -2 | C: 5 | D: -0.1 | E: 6 | F: -4 | G: -2
CCC(=O)N1C[C@H](C)[C@@H](OC)CN(C)C(=O)c2ccc(NC(=O)C3CC3)cc2OC[C@@H]1C
  A: . | B: -2 | C: . | D: 0.2 | E: 6 | F: 40* | G: 1
COc1ccc([C@H]2CC(=O)C=C(/C=C/c3ccccc3)C2)cc1OC
  A: -4 | B: . | C: 19 | D: . | E: 4 | F: -5 | G: -2
Cc1c(NS(=O)(=O)c2cc(NC(=O)CCN3CCCC(C)C3)ccc2Cl)c(=O)n(-c2ccccc2)n1C (centres undefined)
  A: -2 | B: -2 | C: 1 | D: -0.1 | E: 0 | F: -10 | G: 0
COc1ccc(S(=O)(=O)NCCc2ccco2)cc1OC
  A: 4 | B: 0 | C: 9 | D: . | E: 1 | F: -1 | G: -1
O=C(N/N=C/c1ccnc2ccccc12)c1ccccc1O
  A: 0 | B: -5 | C: 4 | D: 0.0 | E: 1 | F: 2 | G: -6
C[C@@H]1CN([C@@H](C)CO)C(=O)c2cc(-c3ccccc3F)cnc2O[C@@H]1CN(C)Cc1cccc(F)c1
  A: 2 | B: -1 | C: -16 | D: -0.1 | E: 3 | F: 5 | G: 9
O=C(NCCN1CCN(c2ccccc2F)CC1)C1CC(=O)N(C2CCCC2)C1 (centres undefined)
  A: -2 | B: -6 | C: 14 | D: . | E: -2 | F: 17 | G: -16
COCCNc1nnc(SCC(=O)Nc2cc(C)on2)s1
  A: -4 | B: -4 | C: 4 | D: . | E: 9 | F: 16 | G: -3

Arranged by the number under ERp5 block (descending): some entries from above.
SMILES | ERp5 block
COCCNc1nnc(SCC(=O)Nc2cc(C)on2)s1 | 9
Nc1c(Cl)cc(-c2csc(N3CCCC3c3nc4cc(Cl)c(N5CCCCC5)cc4n3CCOCCO)n2)cc1Cl (centres undefined) | 6
COc1ccc([C@H]2CC(=O)C=C(/C=C/c3ccccc3)C2)cc1OC | 4
C[C@@H]1CN([C@@H](C)CO)C(=O)c2cc(-c3ccccc3F)cnc2O[C@@H]1CN(C)Cc1cccc(F)c1 | 3
Cc1c(NS(=O)(=O)c2cc(NC(=O)CCN3CCCC(C)C3)ccc2Cl)c(=O)n(-c2ccccc2)n1C (centres undefined) | 0
CC(C)[C@@H]1Cc2[nH][nH]c(=O)c2[C@H](C(C)C)O1 | -2

Continuation:
Screens by letter – A = PglD DTNB; B = SIRT5 inh; C = C2C12 statin; D = E-sel inducer; E = ERp5 block; F = DENV2 CPE rescue; G = S100A4 inh HTS
O=C(N/N=C/C=C/c1ccccc1)c1cccnc1
  A: -2 | B: -2 | C: . | D: 2.6 | E: 4 | F: 2 | G: -5
COc1cccc(C2CC(c3ccc(C)cc3)n3nc(N)nc3N2)c1 (centres undefined)
  A: -2 | B: . | C: 4 | D: . | E: 3 | F: -4 | G: -2
O=C1NCCCC1C(=O)N/N=C/c1ccc([N+](=O)[O-])cc1 (centres undefined)
  A: 1 | B: 11 | C: . | D: . | E: 2 | F: 3 | G: 2
COc1ncccc1-c1nnn(-c2ccccc2)n1
  A: -4 | B: . | C: -6 | D: . | E: 9 | F: 12 | G: -1
C[C@H](CO)N1C[C@H](C)[C@@H](CN(C)Cc2ccc(Oc3ccccc3)cc2)Oc2ccc(NC(=O)NC3CCCCC3)cc2C1=O
  A: 4 | B: 0 | C: -14 | D: 0.5 | E: 6 | F: ? | G: 4
NC(=O)c1nsc(C(=O)N(c2ccccc2)C(C(=O)NCc2ccc(F)cc2)c2ccc(O)cc2)c1N (centres undefined)
  A: 5 | B: -3 | C: -4 | D: . | E: 0 | F: ? | G: -2
Cc1ccc(S(=O)(=O)Nc2ccc3c(c2)C(=O)N([C@@H](C)CO)C[C@H](C)[C@H](CN(C)Cc2ccc(C(F)(F)F)cc2)OCCCC[C@@H](C)O3)cc1
  A: 4 | B: 18* | C: . | D: . | E: -3 | F: -13 | G: -3
CCN(CC)CCCNc1nc(C)cc(COC)c1C#N
  A: . | B: -6 | C: . | D: 1.5 | E: 1 | F: 45* | G: 0
C[C@@H]1CN([C@H](C)CO)C(=O)CCCn2cc(nn2)CO[C@H]1CN(C)S(=O)(=O)c1ccc2c(c1)OCCCO2
  A: -1&-1 | B: -4&-2 | C: 3&-1 | D: 0.6&0.1 | E: 5&0 | F: 0&-14 | G: 3&1
Cc1ccc(NC(=O)C2CCCN(c3ncccn3)C2)cc1C (centres undefined)
  A: -3 | B: -3 | C: 1 | D: 0.3 | E: -1 | F: -1 | G: -5
Cc1ccccc1-c1nc(CN2CCC(C(=O)NCCCN3CCCC(C)C3)CC2)c(C)o1 (centres undefined)
  A: -3 | B: -3 | C: -25 | D: . | E: 4 | F: 1 | G: -39
COc1ccc(C2CC(c3ccccc3)Nc3nc(NS(C)(=O)=O)nn32)cc1 (centres undefined)
  A: 1 | B: -2 | C: -1 | D: 1.7 | E: 5 | F: 2 | G: -1
O=C(Nc1ccccc1F)N1CC(=O)N2[C@H](CO)[C@@H](c3ccc(-c4ccccc4)cc3)[C@H]2C1
  A: . | B: 1 | C: . | D: -0.5 | E: -3 | F: 43* | G: 124*
COc1cccc([C@@H]2CC=C(C(=O)O)[C@H](c3ccc(Cl)cc3)N2S(=O)(=O)c2ccc(C)cc2)c1
  A: 1 | B: . | C: 7 | D: -0.2 | E: 5 | F: 18 | G: 0
COc1cc(NC(=O)CSc2nnc3c(C)cc4cc(C)cc(C)c4n23)c(C(=O)O)cc1OC
  A: . | B: 0 | C: . | D: . | E: 6 | F: -2 | G: 2
CCCc1nc(NC(=O)c2ccccc2)nc(NC(=O)c2ccccc2)n1
  A: 6 | B: -3 | C: -6 | D: -0.2 | E: 1 | F: -1 | G: -1
C[C@H]1CN([C@@H](C)CO)C(=O)c2cc(C3=CCCCC3)cnc2O[C@H]1CN(C)C(=O)c1ccc(F)cc1
  A: -8 | B: 1 | C: 16 | D: -0.2 | E: 5 | F: 4 | G: 13
C[C@]12C=CC(=O)N1CCc1c2[nH]c2ccccc12
  A: 0 | B: 2 | C: . | D: . | E: -1 | F: 17 | G: -5
COc1ccccc1C(=O)COC(=O)CN1C(=O)c2ccccc2C1=O
  A: 2 | B: 1 | C: -2 | D: -0.2 | E: -4 | F: 10 | G: 1
CC(C)(C)OC(=O)C(Cc1ccc(OC(C)(C)C)cc1)NC(=O)CNC(=O)CNC(=O)OCc1ccccc1 (centres undefined)
  A: -3 | B: 3 | C: . | D: 1.9 | E: 6 | F: -10 | G: -2

A few values from the results shown:
In C2C12 statin, COc1ccccc1C(=O)COC(=O)CN1C(=O)c2ccccc2C1=O has the entry -2
In C2C12 statin, Cc1c(NS(=O)(=O)c2cc(NC(=O)CCN3CCCC(C)C3)ccc2Cl)c(=O)n(-c2ccccc2)n1C (centres undefined) has the entry 1

The list is partial (hit frequency here may not be typical).
